M1 ag parental – counter-screen for M1 agonists: effect in parental CHO-K1 cells. activation, % at 3 µM. hit rate 0.48% among 360,000. Fluo-8 calcium fluorescence; scaled to maximal ATP response, vehicle zero; in the data active = activation above about 15%;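 note: untransfected CHO-K1 host cells lacking M1 receptor as counterscreen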
OXTR potentiate – human OXTR potentiators, primary screen, fluorescence, CHO-OTR cells, Fluo-8 calcium; Fluo-8 calcium fluorescence, potentiator mode; 0% = oxytocin EC15, 100% = EC100; activation, % at 3 µM; hit rate 0.061% among 320,000; AID 2445, 2010;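 active = activation above that plate's cutoff, the mean activation of tested compounds plus 3 SD, cut at about 6.6% in these data, passing the limit was not always enough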;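 note: 100% uses oxytocin at 75 nM as the full agonist control; some results filed as inactive read as strong as hits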
Target sequence (P30559 whole entry, looked up): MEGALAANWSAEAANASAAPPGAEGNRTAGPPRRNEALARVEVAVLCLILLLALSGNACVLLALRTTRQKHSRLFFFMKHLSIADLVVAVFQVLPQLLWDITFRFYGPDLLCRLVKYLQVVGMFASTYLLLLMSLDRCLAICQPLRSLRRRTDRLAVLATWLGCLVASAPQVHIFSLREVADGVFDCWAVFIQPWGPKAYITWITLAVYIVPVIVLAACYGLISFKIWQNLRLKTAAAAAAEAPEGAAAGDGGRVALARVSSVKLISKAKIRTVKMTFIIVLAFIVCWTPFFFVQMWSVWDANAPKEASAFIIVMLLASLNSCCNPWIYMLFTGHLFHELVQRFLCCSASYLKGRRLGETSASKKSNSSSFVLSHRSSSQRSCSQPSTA
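Material: human OTR in CHO cells. Compound: 3.0 µM, one dose. Timing: compound 6 min at room temperature before oxytocin, 100 s read. Evaluation: % activation of max/min ratio relative to oxytocin controls. Replication: single well per compound, singlicate. Signal: Fluo-8 calcium dye fluorescence.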
M1 antag – human M1 muscarinic receptor antagonists, primary screen, CHO-K1 cells, Fluo-8 calcium fluorescence, 1536-well; hit rate 1.3% among 360,000; AID 588852, 2011; inhibition, % at 3 µM; CHO-K1 hM1, ACh EC80 antagonist; Muscarinic acetylcholine receptor M1 (Homo sapiens), P11229;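 active = percent inhibition above its own plate's cutoff, namely the mean of that plate's compound wells plus 3 SD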;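 note: peak over basal fluorescence ratio during 140 s after agonist addition; 0% = ACh EC80 plus DMSO and 100% = DMSO alone without agonist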
CHO-K1 Ca antag – nonselective inhibitor or artifact in parental CHO-K1 cells; ATP-induced calcium, Fluo-8 fluorescence; inhibition, % at 3 µM; hit rate 0.6% among 360,000; AID 602250;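 active = inhibition above a per-plate cutoff, the plate's mean sample inhibition plus 3 SD, cut at about 24% in these data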;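 note: 0% = DMSO plus EC80 ATP and 100% = DMSO alone without ATP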
M1 ag – human M1 muscarinic receptor agonists, primary screen, Fluo-8 calcium fluorescence, CHO-K1 cells, HTS. AID 588814, 2011. hit rate 0.33% among 360,000. Muscarinic acetylcholine receptor M1 (Homo sapiens), P11229. activation, % at 3 µM. CHO-K1 hM1, agonist mode; 0% DMSO, 100% acetylcholine EC100;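 active = activation above the run's mean compound activation plus 3 SD, cut at about 16% in these data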;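 note: peak over basal fluorescence ratio within a 140 s kinetic read after compound addition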
CHRM4 antagonist – human M4 muscarinic receptor antagonists, primary screen, CHO cells, Fluo-8 calcium fluorescence; Muscarinic acetylcholine receptor M4 (Homo sapiens), P08173; CHO-hM4 cells, ACh EC80; inhibition, % at 3 µM; hit rate 0.73% among 360,000;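 active = inhibition above its plate's cutoff, the mean inhibition of sample wells plus 3 SD, cut at about 27% in these data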;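 note: 0% = acetylcholine EC80 with DMSO and 100% = DMSO without agonist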
Target sequence (P08173 whole entry, looked up): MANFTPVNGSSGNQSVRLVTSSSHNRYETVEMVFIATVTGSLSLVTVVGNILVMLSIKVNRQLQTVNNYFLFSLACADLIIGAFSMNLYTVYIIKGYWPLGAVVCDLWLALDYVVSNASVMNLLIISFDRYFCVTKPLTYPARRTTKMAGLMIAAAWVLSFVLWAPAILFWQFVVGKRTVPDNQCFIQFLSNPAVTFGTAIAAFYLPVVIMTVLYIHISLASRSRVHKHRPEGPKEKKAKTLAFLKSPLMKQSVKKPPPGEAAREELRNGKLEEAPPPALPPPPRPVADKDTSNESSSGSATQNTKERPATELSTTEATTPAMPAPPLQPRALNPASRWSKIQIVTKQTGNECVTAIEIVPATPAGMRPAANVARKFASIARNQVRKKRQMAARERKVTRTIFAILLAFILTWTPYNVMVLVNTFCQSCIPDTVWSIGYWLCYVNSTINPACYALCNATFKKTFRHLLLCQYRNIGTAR
CHRM1 PAM – human M1 muscarinic receptor positive allosteric modulators, primary screen, CHO-K1 cells, Fluo-8 calcium fluorescence, 1536-well. Muscarinic acetylcholine receptor M1 (Homo sapiens), P11229. CHO-K1 hM1, ACh EC20; 0% = ACh EC20, 100% = maximal ACh. activation, % at 3 µM. hit rate 0.088% among 360,000. AID 588819, 2011; in the data active = activation above about 19%, passing the limit was not always enough
M4 ag – human M4 muscarinic receptor agonists, primary screen, CHO-K1 cells, Fluo-8 calcium fluorescence; CHO-K1 hM4/Gqi5; vehicle 0%, full acetylcholine response 100%; activation, % at 3 µM; hit rate 0.14% among 360,000; AID 624127, 2012;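 active = activation above the run mean over all test wells plus 3 SD, cut at about 32% in these data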;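 note: peak over basal fluorescence ratio per well then scaled between controls; 0% = DMSO wells and 100% = acetylcholine at EC100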
CHO parental Ca – ATP-evoked calcium signal inhibitors, parental CHO, primary screen, counter-screen for OX1R antagonist project, cell-based, fluorescence, Fluo-8 calcium dye; parental CHO-K1, ATP-induced calcium, Fluo-8 fluorescence; inhibition, % at 5.6 µM; hit rate 0.63% among 330,000;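 active = inhibition above that plate's mean sample inhibition plus 3 SD, cut at about 26% in these data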;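 note: 0% = ATP-challenged DMSO wells and 100% = DMSO wells without ATP; some compounds past the cut are filed as inactive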
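Test system: untransfected parental CHO cell line; also added: ATP stimulus; dosing: 5.6 µM, single dose; signal: calcium-sensitive Fluo-8 fluorescence; measure: percent inhibition of ATP-evoked calcium rise, normalized to controls; benchmarks: low control ATP plus DMSO, high control DMSO only; replication: one well per compound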
The depositor's hits bear a star; nt = not tested or not shown.

SMILES	M1 ag parental	OXTR potentiate	M1 antag	CHO-K1 Ca antag	M1 ag	CHRM4 antagonist	CHRM1 PAM	M4 ag	CHO parental Ca
CC(C)(Oc1ccc(Cl)cc1)C(=O)OCC(=O)N1CCCC1	0.0	-6	-8	-2	-4	10	6	-2	-15
CCOC(=O)C1=C(O)/C(=C/c2ccc(CNC(=O)C(=O)Nc3ccc(C)cc3)o2)N=C1C	-0.4	-11	-3	-6	-3	-2	2	0	11
CCn1c(SCC(=O)Nc2ccc3c(c2)OCCO3)nnc1-c1c[nH]c2ccccc12	2.6	-5	-9	-9	-2	-15	7	8	-16
CCS(=O)(=O)N1CCN(CC2CC3C=CC2C3)CC1 (stereo not given)	-0.3	-5	6	13	8	12	2	1	-1
CC1CCC(NC(=O)c2cc3ccccc3cc2O)CC1 (stereo not given)	4.0	-7	12	-11	-6	8	-12	5	-31
COc1ccc(C(=O)OCC(=O)NC2CC2)cc1F	-0.4	6	-7	19	1	-1	8	0	-7
O=C(c1ccco1)N1N=C(c2cccs2)CC1c1ccccc1O (stereo not given)	1.8	-4	9	-2	1	2	-1	7	-9
COCc1ccc(CN2CCC(N3CCC(C(=O)N4CCCC4)CC3)CC2)o1	0.3	-4	-4	-7	-4	9	-2	0	-9
CCn1c(SCc2nc3ccccc3[nH]2)nnc1-c1cccs1	3.7	-3	-2	-14	-3	2	3	5	28
O=C(CNC(=O)c1ccc(Cl)cc1)c1ccc(Cl)cc1	1.6	-8	-15	-13	0	-8	4	0	-10
O=C(Nc1ccc2c(c1)CCC2)c1cccc(OC(F)F)c1	1.1	-3	-6	-7	-6	1	3	-1	-13
Nc1nnc(SCC(=O)NC2CCCc3ccccc32)s1 (stereo not given)	0.7	-17	-7	-9	-3	0	6	0	-4
Cc1cccc(C)c1NC(=S)NCCc1ccccn1	0.8	3	-11	-10	-8	0	13	2	-1
CN(C)c1ccc(C(=O)OCC(=O)Nc2cccc(S(=O)(=O)N3CCCC3)c2)cc1	3.9	-4	4	-16	-6	0	-1	7	-16
CC(=O)NC1C(=O)N(CC(C)C)c2ccccc21 (stereo not given)	2.8	-2	-15	-4	-6	-1	15	0	-7
CCOC(=O)CCc1c(C)nc(-n2[nH]c(C)c(CCO)c2=O)[nH]c1=O	0.4	-13	-5	-15	-7	-4	0	4	5
COc1ccc(S(=O)(=O)NC(=O)C2(C)CCN2C(=O)C2CCCCC2)cc1OC (stereo not given)	0.4	nt	-2	-5	-1	-4	1	1	nt
CC1CCC(NC(=O)c2ccc(Br)o2)CC1 (stereo not given)	0.0	nt	-22	-3	-5	3	14	-1	nt
COc1cccc(C(=O)c2cn(CC(=O)NCc3ccco3)c3nc(C)ccc3c2=O)c1	-0.7	-6	-9	-9	-2	15	7	1	-4
CC(C)NCCOc1cccc(Br)c1	0.3	-18	3	-4	-7	2	-3	1	7
CCCC1=Nc2cc(C(=O)N3CCCC3)ccc2Sc2ccc(C)cc21	-1.2	-5	13	5	-2	1	8	-1	-22
CC(=O)N1N=C(c2cccs2)CC1c1cccs1 (stereo not given)	0.4	-13	0	6	-14	1	7	1	8
O=C(CN1CCN(C(=O)C2CCCO2)CC1)Nc1c(Cl)cccc1Cl (stereo not given)	0.9	-1	-4	-5	-3	-5	7	0	2
COc1ccc(NCc2ccccc2[N+](=O)[O-])cc1OC	0.5	-1	-7	-9	-5	-5	8	0	-3
CCOC(=O)N1CCN(Cc2nc3c(c(=O)n(C)c(=O)n3C)n2CCC(C)C)CC1	0.7	-2	-15	3	-3	-7	16	0	-11

Next results:
SMILES	M1 ag parental	OXTR potentiate	M1 antag	CHO-K1 Ca antag	M1 ag	CHRM4 antagonist	CHRM1 PAM	M4 ag	CHO parental Ca
O=C1CCC[C@@H]2Cc3nc4ccccc4cc3[C@@H]3CCN1[C@H]23	0.1	nt	-16	-15	-4	3	16	2	nt
COc1ccc(CCNC(=O)C2CC(c3ccccc3F)=NO2)cc1 (stereo not given)	-0.1	-11	15	0	-5	5	-6	0	-14
Cc1cc(S(=O)(=O)Nc2cccnc2)c(C)s1	0.6	-11	1	-3	-4	10	1	1	-4
Cc1ccc(C(=O)N/C(=C\c2cn(S(=O)(=O)N(C)C)c3ccccc23)C(=O)NCCCN2CCOCC2)cc1	-0.5	-4	-6	11	0	11	17	0	-25
COc1cc(OC)cc(C(=O)Nc2sc3c(c2C(N)=O)CCC3)c1	0.1	-17	-14	-19	-2	-18	17	0	-13
C=CCN(CC=C)C(=S)NC(=O)/C=C/c1ccccc1	0.6	0	-5	-5	-13	5	9	0	-1
Cc1oc(S(=O)(=O)N(C)C)cc1C(=O)Nc1ccc(F)cc1	0.5	-3	-18	20	4	1	15	2	-11
COC(=O)C1(S(=O)(=O)C2(C(=O)OC)CCCC2)CCCC1	-0.3	-5	-1	-8	-4	-6	4	0	-4
CC(C)[C@H](NS(=O)(=O)c1ccc2c(c1)OCCO2)C(=O)OCC(=O)Nc1cccc(Cl)c1Cl	3.8	-10	8	-6	-4	-1	-9	7	1
NS(=O)(=O)c1ccc(CCNc2cc(=O)n(Cc3ccc(F)cc3)c(=O)[nH]2)cc1	-0.3	-2	11	11	-9	10	-7	0	-15
Cc1ccc(-n2c(C)nc3c(cnn3-c3ccccc3Cl)c2=O)cc1C	0.5	-22	13	-13	-2	-1	-3	0	0
Clc1ccc2c(c1)C1=C(C(c3ccncc3)O2)C(c2ccc(Br)cc2)n2ncnc2N1 (stereo not given)	-0.3	9	-8	-27	-12	-3	9	-1	-14
NCCCC[C@H]1CNC(=O)C(=O)N1CC1CCCCC1	0.5	0	5	-15	-4	13	0	23	-4
Cc1nn(-c2ccc(Cl)cn2)c2c1C(=O)CC(C)(C)C2Br (stereo not given)	-0.3	nt	-9	-22	-9	-12	-2	-2	nt
CCN1CCc2c(OCC(=O)N3CCC(C)CC3)cccc2C1=O	2.8	-9	-3	-3	-2	-7	5	10	-14
CCC(NC(=O)NCc1ccccc1)(C(F)(F)F)C(F)(F)F	1.9	-4	-7	-7	-11	-4	4	0	-19
CCOC(=O)c1cccc(-n2c(C)cc(C=O)c2C)c1	1.4	-9	-11	-8	-10	7	9	0	0
CC1CCCCN1C(=O)C(=O)c1cn(CC(=O)N2CCCCCC2)c2ccccc12 (stereo not given)	9.5	-9	14	11	-4	10	0	2	-18
CC(=O)NC(c1cccc(F)c1)c1nc(-c2cnc3ccccc3c2)cs1 (stereo not given)	0.6	nt	-13	-3	-4	-1	4	2	nt
COc1cccc(/C=N/NC(=O)C(=O)N2CCCCCC2)c1O	0.5	-6	-4	-2	-2	-14	3	2	-12
Cc1ccc2nc(N(CCCN(C)C)C(=O)c3sc4ccccc4c3Cl)sc2c1	2.1	-2	7	1	-6	8	0	4	5
Cc1csc(Nc2nc(N)c(C(=O)Nc3cc(Cl)ccc3F)o2)n1	0.4	-10	-9	1	0	4	7	4	1
Cc1ccc(S(=O)(=O)N2CCN(C(=O)C3CCCCC3)CC2)cc1	1.0	-5	-24	-18	3	-7	5	0	-15
O=C(CN1CCN(C(=O)c2cccc(S(=O)(=O)N3CCCC3)c2)CC1)Nc1cccc(F)c1	0.8	nt	6	4	-3	0	-2	2	nt
Clc1cccc(CSc2nccn2-c2ccccc2)c1	0.1	-10	-3	-10	-5	7	0	-1	-14
Cn1c(SCC(=O)O)nnc1-c1cccc(NC(=O)c2cccc3ccccc23)c1	0.9	0	-21	-9	-2	-2	18	1	-6
Cc1ccc(SCCN2CCC(NC(=O)OCc3ccccc3)CCC2=O)cc1 (stereo not given)	0.4	-8	-3	0	-6	7	8	5	-17
Cc1ccc(/C=C2\Oc3c(ccc(O)c3CN3CCN(C)CC3)C2=O)cc1	0.9	-14	-6	1	-5	6	-3	1	-8
CCC(C)(C(=O)NC1CCCC1)N(Cc1cccs1)C(=O)c1ccccn1 (stereo not given)	-0.4	-1	-2	-4	-3	-10	4	-1	-4
O=C1NC2(CCCCCC2)C(=O)N1Cc1ccc(F)cc1Cl	0.3	-6	-1	-10	-4	-4	2	3	-3

Not a retest: entries from further up.
SMILES	M1 ag parental	OXTR potentiate	M1 antag	CHO-K1 Ca antag	M1 ag	CHRM4 antagonist	CHRM1 PAM	M4 ag	CHO parental Ca
CCOC(=O)c1cccc(-n2c(C)cc(C=O)c2C)c1	1.4	-9	-11	-8	-10	7	9	0	0
CC1CCCCN1C(=O)C(=O)c1cn(CC(=O)N2CCCCCC2)c2ccccc12 (stereo not given)	9.5	-9	14	11	-4	10	0	2	-18
CC(=O)NC(c1cccc(F)c1)c1nc(-c2cnc3ccccc3c2)cs1 (stereo not given)	0.6	nt	-13	-3	-4	-1	4	2	nt
COc1cccc(/C=N/NC(=O)C(=O)N2CCCCCC2)c1O	0.5	-6	-4	-2	-2	-14	3	2	-12
Cc1ccc2nc(N(CCCN(C)C)C(=O)c3sc4ccccc4c3Cl)sc2c1	2.1	-2	7	1	-6	8	0	4	5
Cc1csc(Nc2nc(N)c(C(=O)Nc3cc(Cl)ccc3F)o2)n1	0.4	-10	-9	1	0	4	7	4	1
Cc1ccc(S(=O)(=O)N2CCN(C(=O)C3CCCCC3)CC2)cc1	1.0	-5	-24	-18	3	-7	5	0	-15
O=C(CN1CCN(C(=O)c2cccc(S(=O)(=O)N3CCCC3)c2)CC1)Nc1cccc(F)c1	0.8	nt	6	4	-3	0	-2	2	nt
Clc1cccc(CSc2nccn2-c2ccccc2)c1	0.1	-10	-3	-10	-5	7	0	-1	-14
Cn1c(SCC(=O)O)nnc1-c1cccc(NC(=O)c2cccc3ccccc23)c1	0.9	0	-21	-9	-2	-2	18	1	-6
Cc1ccc(SCCN2CCC(NC(=O)OCc3ccccc3)CCC2=O)cc1 (stereo not given)	0.4	-8	-3	0	-6	7	8	5	-17
Cc1ccc(/C=C2\Oc3c(ccc(O)c3CN3CCN(C)CC3)C2=O)cc1	0.9	-14	-6	1	-5	6	-3	1	-8
CCC(C)(C(=O)NC1CCCC1)N(Cc1cccs1)C(=O)c1ccccn1 (stereo not given)	-0.4	-1	-2	-4	-3	-10	4	-1	-4
O=C1NC2(CCCCCC2)C(=O)N1Cc1ccc(F)cc1Cl	0.3	-6	-1	-10	-4	-4	2	3	-3

Screening data deposited in PubChem BioAssay by The Scripps Research Institute Molecular Screening Center.

Rows are unselected; overall some 2.9% were active at least once.
